Compound activity: PubChem BioAssay, The Scripps Research Institute Molecular Screening Center
TEAD-YAP inh – TEAD-YAP interaction inhibition. HEK-TIYL cells, TEAD-Gal4/YAP UAS-luciferase luminescence. inhibition, % at 9.12 µM. 640,000 tested, 1.4% active; in the data active = inhibition above about 32%;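 also: 0% = median of test compound wells and 100% = reference inhibitor wells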
GPR151 activ – activators of human GPR151 | 650,000 tested, 1% active | Q8TDV0 | PathHunter beta-arrestin GPR151 cells, luminescence | activation, % at 11.2 µM; in the data active = activation above about 4.9%;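 also: 0% = median of compound wells and 100% = cells with positive control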
Target sequence (Q8TDV0 whole entry, looked up): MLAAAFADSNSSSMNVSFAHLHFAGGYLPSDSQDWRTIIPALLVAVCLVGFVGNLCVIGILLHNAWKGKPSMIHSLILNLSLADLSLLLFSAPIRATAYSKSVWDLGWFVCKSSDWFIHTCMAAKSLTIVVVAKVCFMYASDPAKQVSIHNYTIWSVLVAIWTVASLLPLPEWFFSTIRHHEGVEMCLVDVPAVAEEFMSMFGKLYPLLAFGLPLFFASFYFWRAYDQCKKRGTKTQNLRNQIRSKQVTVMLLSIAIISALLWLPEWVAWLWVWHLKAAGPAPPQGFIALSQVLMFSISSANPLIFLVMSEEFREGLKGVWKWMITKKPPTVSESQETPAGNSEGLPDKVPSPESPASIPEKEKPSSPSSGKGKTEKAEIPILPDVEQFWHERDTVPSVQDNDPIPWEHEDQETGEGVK
FBW7 act – human FBW7 E3 ligase activation, primary screen; AlphaScreen FBW7–phospho-cyclin E peptide binding, activator screen; normalized activity (activation), % at 26.1 µM; AID 1259310; Q969H0; 650,000 tested, 0.13% active; in the data active = normalized activity above about 1.9%;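 also: purified mutant Fbw7 with reduced substrate affinity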
MITF primary – human MITF inhibition, primary screen. O75030. AlphaScreen MITF homodimerization, bead proximity signal. inhibition, % at 2.6 µM. 650,000 tested, 0.91% active; in the data active = inhibition above about 50%;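 also: 0% = vehicle wells with protein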
Target sequence (O75030 whole entry, looked up): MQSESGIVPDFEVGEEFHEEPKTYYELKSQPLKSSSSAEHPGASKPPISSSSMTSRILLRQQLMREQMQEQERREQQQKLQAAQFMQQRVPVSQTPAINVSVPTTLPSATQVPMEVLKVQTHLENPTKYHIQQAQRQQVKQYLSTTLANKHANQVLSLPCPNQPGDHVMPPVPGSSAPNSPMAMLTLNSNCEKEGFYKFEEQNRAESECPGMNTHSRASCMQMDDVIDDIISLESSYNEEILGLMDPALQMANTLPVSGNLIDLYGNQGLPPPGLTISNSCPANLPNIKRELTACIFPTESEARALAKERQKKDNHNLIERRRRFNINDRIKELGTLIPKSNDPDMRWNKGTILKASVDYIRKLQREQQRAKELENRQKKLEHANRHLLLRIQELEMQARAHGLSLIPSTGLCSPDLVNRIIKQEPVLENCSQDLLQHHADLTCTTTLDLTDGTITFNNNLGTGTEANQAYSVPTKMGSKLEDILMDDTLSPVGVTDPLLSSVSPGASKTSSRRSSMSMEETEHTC
Active calls of the source: *; & = joins results of further samples. Rows are unselected; 3.4% or so of the library scored in one or more.

structure	TEAD-YAP inh	GPR151 activ	FBW7 act	MITF primary
O=C(NCCc1nnc2n1CCN(Cc1ccccc1F)CC2)C1CCCCC1	12	1.9	-0.2	-3
O=C(Nc1cccc(O)c1)c1ccc2c(c1)C(=O)N(Cc1ccco1)C2=O	9	1.6	0.0	-8
CCCCNC(=O)CSc1nc2sc(C(=O)OCC)c(C)c2c(=O)n1Cc1ccccc1	-23	1.7	-0.2	1
CN(C)c1ccc(C2C3=C(CCCC3=O)Nc3c2c(=O)n(C)c(=O)n3C)cc1 (stereo unspecified)	8	2.7	0.0	5
COc1cc(C(c2nnnn2C(C)(C)C)N2CCN(C)CC2)cc(OC)c1OC (stereo unspecified)	5	-0.7	1.5	4
COc1cc(OC)cc(-c2nnc(SCC(=O)Nc3ccc(OC)cc3[N+](=O)[O-])o2)c1	14	-1.3	-0.2	0
CC(C)(C)OC(=O)COc1ccc(/C=N/NC(=O)CSCc2ccccc2)cc1	-48	0.9	-0.2	1
COc1ccc(C(C2=C(O)CC(C)(C)CC2=O)C2C(=O)CC(C)(C)CC2=O)cc1CO (stereo unspecified)	-5	0.6	0.1	0
Cc1ccc(N2C(=O)/C(=C\c3cccc([N+](=O)[O-])c3)C3=C2C(=O)N(c2ccc(C)cc2)C3c2ccccc2)cc1 (stereo unspecified)	1	-0.2	0.0	9
Cc1c(C(=O)Nc2ccc(C(C)C)cc2)sc2ncnc(N3CCN(c4ccccn4)CC3)c12	0	0.0	0.2	2
CCOC(=O)c1ccc(CN(Cc2ccc(F)cc2)S(=O)(=O)c2cc(C(=O)Nc3ccccc3CC)ccc2F)cc1	5	-0.1	0.0	-21
COc1cccc(S(=O)(=O)N(CCN(C)C)C2CCN(CCc3ccccn3)CC2)c1	1	1.6	0.5	6
CCOC(=O)CSc1ncnc2c1nnn2-c1ccc(OC)cc1	15	-1.9	-0.2	-3
O=C1[C@@H]2C[C@H](NCc3ccc(F)cc3F)CN2C(=O)[C@H]2CCCN12	2	-0.3	0.2	16
CCC1CCCCN1S(=O)(=O)c1ccc(F)c(C(=O)Nc2cc(Cl)ccc2OC)c1 (stereo unspecified)	4	0.2	0.0	-9
CN(C)CC(=O)N(C)C(Cc1ccc(F)cc1)C1CCN(C(=O)c2cccnc2)CC1 (stereo unspecified)	-2	1.2	-0.1	3
CCOC(=O)c1c(C)n(-c2ccccc2)c2c1cc(OC(=O)c1ccc(C)c(C)c1)c1ccccc12	4	-0.6	0.0	5
O=C1CCC(CCC(=O)N2CCc3ccccc3C2)(Cc2ccco2)N1 (stereo unspecified)	-1	-0.7	-0.1	13
COc1cc(/C=N/NC(=O)c2cccs2)ccc1O	-57	-1.9	0.0	7
CCCC(=O)Nc1c2c(nn1C(C)(C)C)CS(=O)(=O)C2	-2	-1.0	-0.1	-1
Cn1nc(C(=O)OCC(=O)Nc2ccc(S(N)(=O)=O)cc2)c2ccccc2c1=O	-5	-1.1	0.5	15
O=C(O)COc1ccc(C(=O)NCc2ccccc2)cc1	2	-1.7	0.6	6
CCOC(=O)c1c(NC(=O)c2cccs2)sc(C(=O)Nc2ccccc2C)c1C	-12	-1.1	-0.2	2
C=CCNC(=O)CCCn1nc([N+](=O)[O-])c(Br)c1C	2	0.0	0.6	1
Cc1cc(C(=O)N/N=C/c2cc([N+](=O)[O-])ccc2O)c2ccccc2n1	17	-0.4	-0.1	102*
COC(=O)c1cc(S(=O)(=O)Nc2ccccc2C)c[nH]1	-6	2.6	-0.1	3
Cc1ccc2c(c1)CN(CCC(=O)NCC1CCCO1)CC(C)O2 (stereo unspecified)	7	-1.6	0.0	-8
Cc1c(C(=O)Nc2nc3ccccc3s2)sc2nc(C)n(C)c(=O)c12	45*	-1.6	0.2	0
Cc1ccn2cc(-c3cc4c(ccc5ccccc54)oc3=O)nc2c1	-11	-1.4	0.4	2
CCOC(=O)C(=C/C(=C/N(C)C)OCC)C(=O)OCC	-3	0.1	-0.1	-10
Cc1ccc(C(=O)NCCCS(=O)(=O)N2CCN(c3ncccn3)CC2)cc1C	-1	0.7	0.2	4
CCc1ccc(NCCC(=O)c2ccc([N+](=O)[O-])cc2)cc1	15	0.4	0.1	22
O=C(CSC1CCCCC1)N1CCN(c2ccccc2)CC1	-12	-1.3	0.0	0
O=C(Nc1nc2cc3c(cc2s1)OCO3)c1nc2ccccc2s1	8	-1.1	0.8	0
O=c1[nH]c(O)c(N=Nc2cccc(Br)c2)c(=O)[nH]1	10	-0.3	0.1	4
C[n+]1cn(Cc2ccccc2)c2c(=O)[nH]c(N)nc21	-6	0.0	-0.1	-7
Cc1cc(C)n2nc(SCC(=O)N3CCCCC3C)nc2n1 (stereo unspecified)	5	-0.4	0.3	4
CC(C)OC(=O)CSc1nnc(-c2ccccn2)n1N	-10	-0.2	-0.3	14
COc1ccccc1NC(=O)c1ccc(N2CC3CC(C2)c2cccc(=O)n2C3)c(NC(=O)c2c(F)cccc2F)c1 (stereo unspecified)	6	-1.0	0.0	11
Cc1sc2nc(SCC(=O)N3CCCCC3)[nH]c(=O)c2c1C	-3&8	0.9&0.3	-0.3&0.0	-8&-6
C#CCN(Cc1ccco1)C(=O)CCC1(Cc2ccc(OC)c(OC)c2)CCC(=O)N1 (stereo unspecified)	-17	-0.5	0.0	4
O=C(c1nc2ccc(Cl)cn2c1CN1CCCC(CO)C1)N1CCc2ccccc2C1 (stereo unspecified)	7	-0.1	0.2	5
CCCSc1nc2ccc(C)cc2[nH]1	-66	-1.1	-0.2	-9
CC(C)(C)c1ccc(C(=O)Nc2cccc([N+](=O)[O-])c2)cc1	-49	2.8	-0.2	-12
COC(=O)/C(=C/c1ccc(Cl)cc1)NC(=O)c1ccco1	-5	1.8	-0.1	7
Cc1cccc(-n2ncc3c(N4CCCC4)ncnc32)c1	52*	0.2	-0.1	0
CC(C)C(=O)N1CCN(c2ccc(NC(=O)c3cccs3)cc2)CC1	-6	0.2	-0.1	9
NS(=O)(=O)c1ccc(CCNC(=O)c2ccc(NC(=O)C3CCCO3)cc2)cc1 (stereo unspecified)	-11	-0.8	0.1	0
Cn1c(=O)n(CCN2CCOCC2)c(=O)c2c1nc1n2CCN1c1ccccc1	-15	-0.1	-0.1	-1
CCOc1ccc(OCC(=O)Nc2nc(-c3ccccc3)cs2)cc1	0	-1.6	0.5	32

Additional records
structure	TEAD-YAP inh	GPR151 activ	FBW7 act	MITF primary
O=C(Nc1cc([N+](=O)[O-])ccc1N1CCOCC1)c1ccccc1	-6	-0.6	-0.1	-14
CC(C)NC(=O)c1cccc2c1C(=O)N(C1CCCCC1)C2	4	-0.7	0.2	12
COc1ccc(CNC(=O)c2ccc(C)c(S(=O)(=O)N3CCCC3)c2)cc1	5	0.0	-0.1	0
COc1ccc(C(=O)Nc2cccc(-c3csc(C)n3)c2)nn1	-3	-1.7	-0.1	0
C/C(=N\NC(=O)Cc1c[nH]c2ccccc12)c1ccc(Br)cc1	3	-0.1	-0.1	-14
COc1ccc(C2=N/C(=C\c3ccc4c(c3)OCO4)C(=O)O2)cc1	-4	-0.8	0.0	2
C=CCn1c(C)c(C=C(C#N)C#N)c2ccccc21	-6	0.4	0.1	-1
COc1ccc(-c2nc(-c3cc4ccccc4[nH]c3=O)no2)cc1OC	-4	-0.4	0.4	13
COc1ccc(NC(=O)c2cn(-c3ccccc3)nc2-c2ccc(Cl)cc2)cc1	5	-0.8	-0.1	-6
O=C(Nc1nc2ccccc2s1)c1ccccc1Br	22	-8.4	0.3	11
CC1(C)CC(=O)c2cc3c(N)c(C(=O)Nc4ccccc4Cl)sc3nc2C1	-21	0.2	0.1	10
O=C(CC(Sc1cccs1)c1cccc([N+](=O)[O-])c1)c1ccccc1 (stereo unspecified)	-7	3.7	-0.1	8
COc1ccc2cc1Oc1ccc(cc1)C[C@H]1c3cc(c(OC)cc3CCN1C)Oc1c(OC)c(OC)c(OC)c3c1[C@H](C2)N(C)CC3	1	4.4	-0.1	-1
O=C(O)C1(c2ccccc2)CCN(S(=O)(=O)c2ccc(Br)cc2)CC1	10	0.1	-0.1	6
Cc1cc(O)c(C(c2ccncc2)c2c(O)cc(C)n(C)c2=O)c(=O)n1C	-1	-0.8	-0.1	2
CCCCC1CN(CCC(=O)NCc2cnn(C)c2)Cc2ccccc2O1 (stereo unspecified)	1	-0.7	0.1	-4
CCCn1c(CN2CCc3c(nc(N4CCOCC4)[nH]c3=O)C2)nc2ccccc21	3	0.3	0.0	-10
O=C(Nc1cc(Cl)ccc1C(=O)O)c1ccc(CN2C(=O)c3ccccc3C2=O)cc1	10	-1.7	0.2	17
Oc1ccc(CCNc2nc(Nc3ccc(-n4ccnc4)cc3)nc3c2ncn3-c2ccccc2)cc1	16	0.3	0.1	3
O=C(CN1C(=O)NC(c2ccc(F)cc2)C1=O)Nc1ccc2c(c1)OCCO2 (stereo unspecified)	10	2.1	0.1	-5
CCN(CC)CCCNc1ccc(S(=O)(=O)N2CCCCC2)cc1N	5	1.1	0.0	-17
O=C(CCl)N(Cc1ccco1)CC(F)(F)F	6	0.7	0.0	1
CN(C)S(=O)(=O)c1ccc(C(=O)NCc2nnc(SCC(=O)N3CCc4ccccc43)n2-c2ccccc2)cc1	6	1.2	0.4	-25
COc1ccc(OCC#CCNC2CCCC2)cc1	-5	-0.2	0.8	49
CCCNC(=O)c1ccc2nc(-c3cccs3)sc2c1	-18	-2.0	0.0	-6

Following part
Values run as follows: TEAD-YAP inh	GPR151 activ	FBW7 act	MITF primary
- CCOc1ccc(N=C2SC(C(=O)Nc3ccc(C(=O)OC)cc3)CC(=O)N2Cc2ccc3c(c2)OCO3)cc1 (stereo unspecified)
→ -8	-1.3	0.0	1
- COc1ccc(C)cc1NC(=O)CN(c1cccc(Cl)c1Cl)S(C)(=O)=O
→ -1	0.2	0.1	-11
- N#Cc1ccc(OCC(=O)c2ccccc2F)cc1
→ -21	-0.6	0.1	12
- CCCC(=O)Nc1ccc(C(=O)c2ccccc2)cc1NC(=O)CCC
→ 5	-2.1	0.2	17
- C/C(N)=C(/C#N)C(=O)COC(=O)CC1CCCC1
→ -7	1.6	0.0	2
- O=c1ccc(=O)n(CN(c2ccccc2)c2ccccc2)[nH]1
→ 6	4.4	0.4	15
- CN(C)S(=O)(=O)c1ccc(C(=O)Nc2nc3c(s2)CCc2ccccc2-3)cc1
→ 5	-0.1	0.0	-5
- CCOc1ccc2[nH]c(=O)c(CN(Cc3cccnc3)C(=O)NCc3ccccc3)cc2c1
→ 20	0.3	0.4	5
- c1ccc2oc(=Nc3cccc4ccccc34)c(-c3nc4ccccc4[nH]3)cc2c1
→ 41*	-9.1	0.3	14
- Cc1ccc2nc(NCCNC(=O)C3CC3)c(C)cc2c1
→ -22	-0.8	-0.1	5
- CCOC(=O)C1(CCOc2ccccc2)CCN(S(=O)(=O)c2ccc(C)s2)CC1
→ -7	-0.9	0.1	-16
- Cc1cc(C)nc(NS(=O)(=O)c2ccc(NC(=O)CC3CCCC3)cc2)n1
→ 0	-1.2	-0.1	17
- COCCn1nnnc1C(c1ccncc1)N1CCCC1 (stereo unspecified)
→ 6	-0.6	-0.1	4
- COc1ccc(NC(=S)N/N=C(\C)c2ccc(O)cc2O)cc1
→ -22	-1.4	-0.1	14
- O=C1/C(=C/c2ccccc2F)Oc2c1ccc(O)c2CN1CCN(CCO)CC1
→ -2	2.6	0.2	10
- COc1cc(NC(=O)C(=O)NNC(=O)c2ccco2)c(OC)cc1Cl
→ -5	-1.7	0.2	4
- COc1ccc(NC(=O)Cn2cnc3sc(C)c(S(=O)(=O)N4CCCCC4)c3c2=O)cc1OC
→ 0	-1.2	0.1	9
- CCOC(=O)C(NC(C)=O)(N1CCN(c2cc3c(cc2F)c(=O)c(C(=O)O)cn3C2CC2)CC1)C(F)(F)F (stereo unspecified)
→ -7	1.4	-0.1	19
- COc1ccc(-c2nc(Cn3c(=O)n(C(C)C)c(=O)c4ccccc43)c(C)o2)cc1
→ -3	0.3	0.2	-4
- CCOc1ccc2nc(SCC(=O)OC)c(C)cc2c1
→ -10	0.0	0.0	7
- Cc1nn(CCCC(=O)NC2CCCC(C)C2C)c(=O)c2nccn12 (stereo unspecified)
→ 4	-0.9	0.3	-5
- Oc1ccccc1C=Nc1cc2c(cc1Br)OCCO2
→ -3	0.1	0.1	10
- CCn1c2c(c(=O)[nH]c1=O)C(c1cccc(Cl)c1)C1=C(N2)c2ccccc2C1=O (stereo unspecified)
→ -1	-1.1	0.0	-3

Sorted by formula weight (smallest number first): 5 of the compounds above
Values run as follows: TEAD-YAP inh	GPR151 activ	FBW7 act	MITF primary
- C/C(N)=C(/C#N)C(=O)COC(=O)CC1CCCC1
→ -7	1.6	0.0	2
- N#Cc1ccc(OCC(=O)c2ccccc2F)cc1
→ -21	-0.6	0.1	12
- c1ccc2oc(=Nc3cccc4ccccc34)c(-c3nc4ccccc4[nH]3)cc2c1
→ 41*	-9.1	0.3	14
- CN(C)S(=O)(=O)c1ccc(C(=O)Nc2nc3c(s2)CCc2ccccc2-3)cc1
→ 5	-0.1	0.0	-5
- COc1ccc(C)cc1NC(=O)CN(c1cccc(Cl)c1Cl)S(C)(=O)=O
→ -1	0.2	0.1	-11
